Assay outcomes (PubChem BioAssay)
USP2a inh: qHTS Assay for Inhibitors of Ubiquitin-specific Protease USP2a. Ubiquitin carboxyl-terminal hydrolase 2 (Homo sapiens), O75604. USP2a enzymatic assay, qHTS inhibition. Potency, µM (highest dose often 38.3 µM), for the others: at the highest dose activity change, negative = inhibition, usual class: inhibitors. 0.1% of 60,000 active. AID 927, 2007;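 note: potency is the fitted concentration of half-maximal effect; nearly all actives have a fitted effect of over 60% in size; plate controls were DMSO for no effect and NEM full inhibition control for full effect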
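20 nM USP2 core + cpd, 30 min RT; add 20 nM Ub-PLA2/20 uM NBD C6-HPC; read Ex460/Em535 at 0 h and 2.5 h. Normalized to NEM; qHTS curve fit/classification.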
BRCT inh red: qHTS Assay for Inhibitors of BRCT-Phosphoprotein Interaction (Red Fluorophore); Breast cancer type 1 susceptibility protein (Homo sapiens), P38398; BRCT-phosphopeptide binding, red fluorescence polarization; Potency, µM (series often up to 76.9 µM), for the others: at the top dose activity change, negative = inhibition, most hits filed as inhibitors; 0.03% of 75,000 active; AID 892, 2007; note: % is set by controls: 0 for no effect and ±100 for the full control effect
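Rhodamine-labelled pBACH1 10-mer (100 nM) bound to BRCT domain (100 nM) at pH 7.3; compounds incubated 12 min room temperature, polarization read. Free peptide defines full inhibition; unlabelled decapeptide titrated as control.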
FLuc inh: qHTS Assay for Inhibitors of Firefly Luciferase; Luciferin 4-monooxygenase (Photinus pyralis), P08659; purified firefly luciferase, luminescence, 8 min; Potency, µM (titrated, usually from 57.1 µM), for the others: top-dose activity change, negative = inhibition, hits mostly inhibitors; 2.2% of 72,000 active; AID 411, 2009; note: potency is the fitted concentration of half-maximal effect; % is set by controls: 0 for no effect and ±100 for the full control effect; nearly all actives have a fitted effect of over 40% in size
Target sequence (P08659 whole entry, looked up): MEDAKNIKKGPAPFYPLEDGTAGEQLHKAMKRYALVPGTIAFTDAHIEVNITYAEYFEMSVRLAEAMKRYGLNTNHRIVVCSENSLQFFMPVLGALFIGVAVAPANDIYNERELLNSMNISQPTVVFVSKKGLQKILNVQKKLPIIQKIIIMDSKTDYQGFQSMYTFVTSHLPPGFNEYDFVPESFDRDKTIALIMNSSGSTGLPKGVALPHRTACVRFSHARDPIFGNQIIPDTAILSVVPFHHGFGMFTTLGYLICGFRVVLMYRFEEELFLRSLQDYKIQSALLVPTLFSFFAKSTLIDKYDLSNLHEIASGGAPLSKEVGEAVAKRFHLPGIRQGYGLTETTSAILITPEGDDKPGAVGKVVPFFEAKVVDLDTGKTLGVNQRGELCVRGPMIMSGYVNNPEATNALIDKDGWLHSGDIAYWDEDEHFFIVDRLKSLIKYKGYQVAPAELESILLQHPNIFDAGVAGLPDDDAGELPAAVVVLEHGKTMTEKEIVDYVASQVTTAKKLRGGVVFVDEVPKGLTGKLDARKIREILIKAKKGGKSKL
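Substrate buffer containing 10 uM ATP (pH 7.2 imidazole, Mg2+, KCl, detergent, BSA) is dispensed, compound pinned in, then luciferase/luciferin detector mix added. After 8 min at ambient temperature, light output is measured.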
BRCT PPI green: qHTS Assay for Inhibitors of BRCT-Phosphoprotein Interaction (Green Fluorophore) | Potency, µM (doses to about 76.9 µM), for the others: top-dose activity change, negative = inhibition, most hits filed as inhibitors | BRCA1 BRCT-phosphopeptide binding, green fluorescence polarization | 0.05% of 75,000 active;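 note: potency is the fitted concentration of half-maximal effect; plate controls were peptide without protein for full effect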
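Compounds were incubated for 12 min at room temperature with a complex of 100 nM fluorescein-tagged pBACH1 decapeptide and 250 nM His-tagged BRCT protein. Buffer was phosphate pH 7.3 with EDTA, DTT and Tween 20. Disruption of binding lowers the polarization signal.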
A350 autofl: qHTS Assay for Spectroscopic Profiling in A350 Spectral Region; 11% of 59,000 active; Compound autofluorescence, 340/450 nm, Alexa 350 dye-equivalents; hits give high values; max dye-equivalent concentration, M; in the data active = max dye-equivalent concentration above about 10 nM; inconclusive = mostly about 1.1 nM to 9.6 nM
Caspase-7 inhib: qHTS Assay for Allosteric/Competitive Inhibitors of Caspase-7 | recombinant caspase-7, Ac-DEVD-AFC fluorescence rate | Potency, µM (titrated, usually from 57.5 µM), for inactives: top-dose activity change, negative = inhibition, hits mostly inhibitors | 0.02% of 75,000 active; active = well fitted inhibition curve with a large enough effect in the main read-out, with a control signal flat, not every such curve was filed as active; inconclusive = small, poorly fitted or top-dose-only effect, or a change in a side signal; note: potency is the fitted concentration of half-maximal effect; % of control where 0% means no effect
Numbers without * were called inactive; i = inactive; ? = inconclusive; / = no result given; [ ] = dose if it differs, or a comment. Unless noted, calls come from the whole dose curve; as a rule, active = well fitted curve in the direction sought with a large enough effect; inconclusive = small, poorly fitted or top-dose-only effect, or another doubt; inactive = no such curve, though single readings can be large; an effect the other way counts as inactive or inconclusive. Only part of the results is shown. The share of hits here may be higher or lower than overall.

The opening 3 records, ahead of the listing:
Keys: A = USP2a inh; B = BRCT inh red; C = FLuc inh; D = BRCT PPI green; E = A350 autofl; F = Caspase-7 inhib
> CCOc1ccc(-n2c(O)c(C=NCCN3CCNCC3)c(=O)[nH]c2=O)cc1
  A = / | B = / | C = 2%[25.5 µM] | D = / | E = i | F = /

> O=c1[nH]c(=O)n(Cc2ccco2)c(O)c1C=NCCN1CCOCC1
  A = / | B = / | C = 1%[25.5 µM] | D = / | E = i | F = /

> CC(=C1C(=O)c2ccccc2C1=O)N1CCN(CCN=Cc2c(O)n(C)c(=O)n(C)c2=O)CC1
  A = / | B = / | C = 0%[25.5 µM] | D = / | E = i | F = /

This part in full, previewed entries included:
Keys: A = USP2a inh; B = BRCT inh red; C = FLuc inh; D = BRCT PPI green; E = A350 autofl; F = Caspase-7 inhib
> CCOc1ccc(-n2c(O)c(C=NCCN3CCNCC3)c(=O)[nH]c2=O)cc1
  A = / | B = / | C = 2%[25.5 µM] | D = / | E = i | F = /

> O=c1[nH]c(=O)n(Cc2ccco2)c(O)c1C=NCCN1CCOCC1
  A = / | B = / | C = 1%[25.5 µM] | D = / | E = i | F = /

> CC(=C1C(=O)c2ccccc2C1=O)N1CCN(CCN=Cc2c(O)n(C)c(=O)n(C)c2=O)CC1
  A = / | B = / | C = 0%[25.5 µM] | D = / | E = i | F = /

> c1ccc2c3c([nH]c2c1)CNCC3
  A = / | B = / | C = -1%[25.5 µM] | D = / | E = ? | F = /

> CCOc1ccc(-n2c(O)c(C=Nc3ccc(N(CC)CC)cc3)c(=O)[nH]c2=O)cc1
  A = / | B = / | C = 0%[25.5 µM] | D = / | E = ? | F = /

> CN(C)CCOC(=O)c1cn(Cc2ccccc2)c2ccccc12
  A = / | B = / | C = -3%[25.5 µM] | D = / | E = i | F = /

> CCOC(C(=O)OCC(O)CN(CC)CC)(c1ccccc1)c1ccccc1 (stereo unspecified)
  A = / | B = / | C = 2%[25.5 µM] | D = / | E = i | F = /

> CCOC(=O)c1cc2c(cn1)[nH]c1ccccc12
  A = / | B = / | C = -27%[25.5 µM] | D = / | E = 1.5e-08M* | F = /

> CCCC(=O)OCC[N+](C)(C)C
  A = / | B = / | C = 3%[25.5 µM] | D = / | E = i | F = /

> C[C@@]1(CO)[C@H](O)CC[C@@]2(C)[C@H]1CC[C@H]1C[C@@H]3C[C@@]12CC[C@]3(O)CO
  A = / | B = / | C = 1%[25.5 µM] | D = / | E = i | F = /

4 entries drawn at random from those above:
Keys: A = USP2a inh; B = BRCT inh red; C = FLuc inh; D = BRCT PPI green; E = A350 autofl; F = Caspase-7 inhib
> CCOc1ccc(-n2c(O)c(C=Nc3ccc(N(CC)CC)cc3)c(=O)[nH]c2=O)cc1
  A = / | B = / | C = 0%[25.5 µM] | D = / | E = ? | F = /

> c1ccc2c3c([nH]c2c1)CNCC3
  A = / | B = / | C = -1%[25.5 µM] | D = / | E = ? | F = /

> CCOC(=O)c1cc2c(cn1)[nH]c1ccccc12
  A = / | B = / | C = -27%[25.5 µM] | D = / | E = 1.5e-08M* | F = /

> CCOc1ccc(-n2c(O)c(C=NCCN3CCNCC3)c(=O)[nH]c2=O)cc1
  A = / | B = / | C = 2%[25.5 µM] | D = / | E = i | F = /

Next results:
Keys: A = USP2a inh; B = BRCT inh red; C = FLuc inh; D = BRCT PPI green; E = A350 autofl; F = Caspase-7 inhib
> CCCCCCn1c(O)c(C=Nc2c(C)n(C)n(-c3ccccc3)c2=O)c(=O)[nH]c1=O
  A = / | B = / | C = 1%[25.5 µM] | D = / | E = 4.9e-07M* | F = /

> CCCCCCn1c(O)c(C(C)=NC)c(=O)[nH]c1=O
  A = / | B = / | C = -1%[25.5 µM] | D = / | E = ? | F = /

> Nc1ccc(C2(c3ccc(N)cc3)CN3CCC2CC3)cc1
  A = / | B = / | C = -1%[25.5 µM] | D = / | E = i | F = /

> C=CCC1(CN2CCCCCC2=O)C(=O)NC(=O)NC1=O
  A = / | B = / | C = 1%[25.5 µM] | D = / | E = i | F = /

> CCCCn1c(O)c(C=NCCN2CCCCC2)c(=O)[nH]c1=O
  A = / | B = / | C = 4%[25.5 µM] | D = / | E = i | F = /

> O=c1[nH]c(=O)n(CCc2ccccc2)c(O)c1C=NCCCn1ccnc1
  A = / | B = / | C = -1%[25.5 µM] | D = / | E = i | F = /

> CCN(CC)c1ccc(N=Cc2c(O)n(-c3ccccc3C)c(=O)[nH]c2=O)cc1
  A = / | B = / | C = -5%[25.5 µM] | D = / | E = 1.7e-06M* | F = /

> NCC1(c2ccc3c(c2)OCCO3)CCCC1
  A = / | B = / | C = 1%[25.5 µM] | D = / | E = ? | F = /

> O=C(CN1CCN(CCO)CC1)Nc1ccc(Cl)cc1C(=O)c1ccccc1
  A = / | B = / | C = 0%[25.5 µM] | D = / | E = i | F = /

> CC(=O)CC(C)(C)n1c[n+](C)nn1
  A = / | B = / | C = 0%[25.5 µM] | D = / | E = i | F = /

Copied from the listing (2 entries):
Keys: A = USP2a inh; B = BRCT inh red; C = FLuc inh; D = BRCT PPI green; E = A350 autofl; F = Caspase-7 inhib
> O=C(CN1CCN(CCO)CC1)Nc1ccc(Cl)cc1C(=O)c1ccccc1
  A = / | B = / | C = 0%[25.5 µM] | D = / | E = i | F = /

> CC(=O)CC(C)(C)n1c[n+](C)nn1
  A = / | B = / | C = 0%[25.5 µM] | D = / | E = i | F = /

Other records follow.
Keys: A = USP2a inh; B = BRCT inh red; C = FLuc inh; D = BRCT PPI green; E = A350 autofl; F = Caspase-7 inhib
> O=C1C2CCN(CC2)[C@@H]1Cc1ccc2ccccc2c1O
  A = / | B = / | C = -5%[25.5 µM] | D = / | E = i | F = /

> CCCCNC(=O)Nc1ccc(C(O)(C(=O)OCC)C(F)(F)F)cc1 (stereo unspecified)
  A = / | B = / | C = 0%[25.5 µM] | D = / | E = ? | F = /

> CCN(CC)c1ccc(N=Cc2c(O)n(-c3cc(OC)ccc3OC)c(=O)[nH]c2=O)cc1
  A = / | B = / | C = -11%[25.5 µM] | D = / | E = i | F = /

> O=P(c1ccccc1)(c1ccccc1)N1CCCCC1
  A = / | B = / | C = 2%[25.5 µM] | D = / | E = i | F = /

> COP(=O)(OC)C(O)C(Cl)(Cl)Cl (stereo unspecified)
  A = / | B = / | C = 0%[25.5 µM] | D = / | E = 2.7e-07M* | F = /

> C[C@H]1CCC/C=C/C2C[C@H](O)CC2[C@H](O)/C=C/C(=O)O1 (stereo partly specified)
  A = / | B = / | C = 1%[25.5 µM] | D = / | E = i | F = /

> Clc1ccc(CO/N=C(\Cn2ccnc2)c2ccc(Cl)cc2Cl)c(Cl)c1
  A = ? | B = 1.0% | C = / | D = 0.4%[3.08 µM] | E = / | F = -8%

Single records (already shown). Screens in order: USP2a inh	BRCT inh red	FLuc inh	BRCT PPI green	A350 autofl	Caspase-7 inhib
O=c1[nH]c(=O)n(CCc2ccccc2)c(O)c1C=NCCCn1ccnc1 across the screens: /	/	-1%[25.5 µM]	/	i	/
CC(=C1C(=O)c2ccccc2C1=O)N1CCN(CCN=Cc2c(O)n(C)c(=O)n(C)c2=O)CC1 across the screens: /	/	0%[25.5 µM]	/	i	/
